Screening data as filed in PubChem.
Tn6 DDE FP – inhibitors of Tn6 peptide binding to human fibrin DD(E) | P02675 | Fibrin DD(E) TRITC-Tn6 fluorescence polarization displacement | inhibition, % at 8.3 µM | 370,000 compounds, 0.21% hits | AID 720509;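 active = inhibition above a per-campaign cutoff: mean of compounds within control limits plus 3 SD, cut at about 15% in these data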;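 also: 0% = median of all compound wells on the plate and 100% = blocking peptide control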
UHRF1 MBD2 ctr – blocks human UHRF1 binding to methylated DNA | 370,000 compounds, 0.75% hits | AID 687016 | Q96T88 | UHRF1 binding to methylated oligo, TR-FRET | inhibition, % at 4.4 µM; in the data active = inhibition above about 21%;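 also: UHRF1 SRA domain binding a hemimethylated CpG hairpin DNA probe; 0% = median of test compound wells and 100% = reference inhibitor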
proKLK7 act – proKLK7 (human) activation, primary screen. purified proKLK7, EDANS-DABCYL substrate fluorescence; 100% is mature enzyme control, 0% vehicle. 370,000 compounds, 0.9% hits. activation, % at 7 µM;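 active = activation above the mean of all tested compounds plus 3 SD, computed per campaign excluding outliers beyond control limits, cut at about 13% in these data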
Target sequence (P49862 whole entry, looked up): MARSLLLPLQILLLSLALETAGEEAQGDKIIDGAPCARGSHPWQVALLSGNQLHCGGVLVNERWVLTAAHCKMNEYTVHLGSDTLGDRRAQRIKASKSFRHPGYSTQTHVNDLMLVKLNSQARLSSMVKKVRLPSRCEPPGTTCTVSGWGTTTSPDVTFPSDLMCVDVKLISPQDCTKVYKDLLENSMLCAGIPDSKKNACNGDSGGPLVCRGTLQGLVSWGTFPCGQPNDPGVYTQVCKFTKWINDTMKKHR
MBD2 inh – MBD2-methylated oligo binding inhibition; TR-FRET, MBD2 binding to methylated oligonucleotide; 370,000 compounds, 0.31% hits; inhibition, % at 4.4 µM; Q9UBB5; AID 686964; in the data active = inhibition above about 13%
Tn7 DDE FP – inhibitors of Tn7 peptide binding to human fibrin DD(E). P02675. FP displacement of FITC-Tn7 peptide from fibrin DD(E); 0% = median of compound wells per plate. inhibition, % at 8.3 µM. 370,000 compounds, 0.13% hits. AID 720508;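 active = inhibition above the mean of compounds falling within the control limits plus 3 SD of them, cut at about 14% in these data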;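 also: 0% = plate median of compound wells and 100% = 10 µM Aha-Tn7 peptide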
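Assay system: Human fibrin DD(E) protein | Medium: Tris buffer with calcium and detergent, pH 7.8 | Reagent: 0.1 µM fluorescent Tn7 | Compound dosing: Single point at 8.3 µM | Times: 10 min preincubation, 3 h with tracer, room temperature | Detection: Fluorescence polarization of the labelled Tn7 tracer | Controls: Aha-Tn7 high control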
ASAP1 inh – inhibitors of human ASAP1 ArfGAP activity; Q9ULH1; ASAP1-stimulated ARF1 GTP hydrolysis, GDP FP detection; inhibition, % at 16.5 µM; 360,000 compounds, 0.19% hits; in the data active = inhibition above about 25%;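 also: 0% = vehicle with enzyme and substrate and 100% = no enzyme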
PLC-gamma1 inh – blocks human PLC-gamma1 enzyme activity; P19174; purified PLC-gamma1, fluorogenic substrate, fluorescence; inhibition, % at 12.2 µM; 370,000 compounds, 0.84% hits; AID 720700; in the data active = inhibition above about 9.5%
ADAM17 inh – inhibitors of human ADAM17; P78536; recombinant ADAM17, EDANS/DABCYL FRET peptide cleavage; inhibition, % at 6.95 µM; 370,000 compounds, 0.83% hits;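 active = inhibition above the mean of compounds lying between control limits plus 3 SD, set per campaign, cut at about 8.5% in these data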;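 also: 0% = DMSO-only wells as the low control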
Target sequence (P78536 215-824 limits assumed): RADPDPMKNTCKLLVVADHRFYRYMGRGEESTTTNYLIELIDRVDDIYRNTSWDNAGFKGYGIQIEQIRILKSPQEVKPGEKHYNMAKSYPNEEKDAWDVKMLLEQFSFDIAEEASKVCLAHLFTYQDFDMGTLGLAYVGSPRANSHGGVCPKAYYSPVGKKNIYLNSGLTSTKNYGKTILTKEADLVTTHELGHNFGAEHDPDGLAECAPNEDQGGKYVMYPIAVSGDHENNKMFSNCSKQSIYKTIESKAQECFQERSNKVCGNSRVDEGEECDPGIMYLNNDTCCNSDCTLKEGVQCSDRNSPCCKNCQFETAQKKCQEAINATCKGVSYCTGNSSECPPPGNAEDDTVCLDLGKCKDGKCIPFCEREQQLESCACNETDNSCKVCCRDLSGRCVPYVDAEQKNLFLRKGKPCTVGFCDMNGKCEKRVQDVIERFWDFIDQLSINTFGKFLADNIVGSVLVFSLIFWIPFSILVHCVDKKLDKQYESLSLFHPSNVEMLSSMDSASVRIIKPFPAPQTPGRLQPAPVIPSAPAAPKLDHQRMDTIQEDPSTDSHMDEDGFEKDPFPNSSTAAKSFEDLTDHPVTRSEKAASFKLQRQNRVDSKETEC
PLC-beta3 inh – inhibitors of human phospholipase C beta3 | Q01970 | Purified PLC-beta3, fluorogenic substrate, fluorescence | inhibition, % at 12.2 µM | 370,000 compounds, 0.18% hits; in the data active = inhibition above about 11%;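 also: 0% = median of compound wells on plate and 100% = full blocker control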
ARFGAP1 inhibitor – rat ARFGAP1 inhibition; 360,000 compounds, 0.26% hits; Q62848; Arfgap1-stimulated ARF1 GTP hydrolysis, GDP FP detection; inhibition, % at 16.5 µM; AID 651572;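 active = inhibition above a per-plate limit, mean inhibition of low control wells plus 3 SD, cut at about 25% in these data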;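 also: 0% = DMSO wells with enzyme and 100% = wells lacking Arfgap1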
Target sequence (Q62848 1-136 limits assumed): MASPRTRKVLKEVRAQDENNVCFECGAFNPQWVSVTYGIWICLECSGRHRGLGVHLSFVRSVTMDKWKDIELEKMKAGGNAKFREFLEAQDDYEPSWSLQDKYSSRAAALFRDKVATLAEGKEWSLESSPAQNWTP
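system = rat Arfgap1 catalytic domain, aa 1-136 | technique = FP, GDP Alexa 633 tracer displaced from anti-GDP antibody, 620/688 nm | compound = one concentration, 16.5 µM, DMSO 1.26% | medium = HEPES-based buffer, pH 7.5 | timing = compound-enzyme preincubation 20 min, reaction 120 min, detection 60 min, 25 °C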
Starred values were filed as active, the others as inactive; i = inactive; nt = no result given.

SMILES	Tn6 DDE FP	UHRF1 MBD2 ctr	proKLK7 act	MBD2 inh	Tn7 DDE FP	ASAP1 inh	PLC-gamma1 inh	ADAM17 inh	PLC-beta3 inh	ARFGAP1 inhibitor
CCn1ccnc1CN1CCCC(CO)(Cc2cccc(OC)c2)C1 (stereo not given)	3	2	0.0	-2	-2	-8	3	-1	-2	-7
Cc1cc(C)nc(-n2nc(C)cc2NC(=O)CN2CCc3ccccc3C2)n1	1	3	-0.4	1	5	6	-2	0	-6	-11
O=[N+]([O-])c1ccc(CNc2cccc(F)c2)s1	-1	2	0.7	-3	5	8	0	1	-5	3
CCOc1ccc(OCC)c(NS(=O)(=O)c2cccc3nsnc23)c1	-4	2	0.2	-3	4	-11	1	-5	-3	-2
O=C(Nc1ccc(F)c(Cl)c1)C1CC(=O)N(Cc2ccccc2)C1 (stereo not given)	-8	-1	-0.1	-5	-1	-5	3	-4	-4	-2
COc1ccc(OC)c(Nc2cc(C)nc3ccccc23)c1	5	1	-1.0	-2	6	-7	-2	0	0	3
Cc1ccc(N2CC(c3nc4ccccc4n3C)CC2=O)cc1C (stereo not given)	2	4	0.1	-3	2	10	1	-1	-3	-6
CC(NC(=O)CCc1ccccc1)c1cc2c(cc1Cl)OCCO2 (stereo not given)	-7	2	1.1	1	0	5	0	-3	-1	1
COCCOC1CCN(C(=O)c2cc(COc3ccc(F)cc3F)on2)CC1	0	-3	0.2	0	2	-7	-1	0	-9	7
COc1ccc(-c2ccc(CCC(=O)O)n2CC(=O)Nc2cccc(OC)c2)cc1	-5	-1	-1.1	1	-3	-2	-51	-39	-54	4
Cc1cccc(OCC(=O)NCC(=O)N/N=C/c2c(C)[nH]c3ccccc23)c1	0	-2	-0.1	2	-2	-12	0	0	-6	5
COc1cc2c3c(c1)C1(C(=O)N3C(C)(C)C=C2C)C(C#N)=C(N)Oc2cc(C)oc(=O)c21 (stereo not given)	-1	-2	0.9	0	0	-4	-6	-4	0	14
COc1cc(CNC(=O)c2ccccc2NC(=O)C2=C(C)OCCS2)cc(OC)c1OC	4	1	0.1	4	1	0	-1	-5	-8	17
CCOC(=O)C1=C(C)NC(=O)NC1c1ccc2c(c1)OCO2 (stereo not given)	-1	-3	-0.5	-5	8	-13	0	-5	1	-3
c1cncc(-c2nnc3sc(C4CCCCC4)nn23)c1	-6	1	-0.3	0	-1	-15	0	-4	0	-3
COc1ccc(Br)cc1/C=N/NC(=O)CNC(=O)c1cccnc1	-5	-1	-0.4	-5	2	3	-6	-8	-9	-1
CN1CCN(C(=O)c2ccc(-c3cnc4cccnn34)cc2)CC1	2	0	67*	-6	-7	-9	i	i	i	-7
Cc1ccsc1/C=C(/C#N)C(=O)NCc1ccccc1	1	-2	-18	-2	0	-8	-3	0	0	4
O=C(CSc1nc(N2CCOCC2)nc(N2CCOCC2)n1)Nc1ccc([N+](=O)[O-])cc1	-2	2	0.1	2	-2	-1	-3	-2	-9	2
FC(F)(F)c1cccc(N2Cc3ccccc3C2)c1	-15	3	-0.6	8	0	-9	-9	-4	-4	-1
O=C(c1n[nH]c2ccccc12)N1CCN(S(=O)(=O)c2ccc3ccccc3c2)CC1	-10	-1	0.5	1	4	5	-5	-1	-1	-3
CC(NC(=O)CCCc1ccccc1)c1ccncc1 (stereo not given)	-9	4	0.2	1	2	1	-3	1	-9	0
O=C(CSc1ncn[nH]1)c1ccco1	0	4	-0.1	-4	1	9	0	-4	-1	4
CCOC(=O)N1CCC(NC(=O)c2cccs2)CC1	10	0	-0.1	-2	0	-9	1	-1	-7	-2
CCOC(=O)N1CCN(C(=O)C2CCN(S(=O)(=O)CC)CC2)CC1	-8	-2	0.1	-7	-2	-24	4	0	2	8

Entries from the list above that have a cyano group:
SMILES	Tn6 DDE FP	UHRF1 MBD2 ctr	proKLK7 act	MBD2 inh	Tn7 DDE FP	ASAP1 inh	PLC-gamma1 inh	ADAM17 inh	PLC-beta3 inh	ARFGAP1 inhibitor
COc1cc2c3c(c1)C1(C(=O)N3C(C)(C)C=C2C)C(C#N)=C(N)Oc2cc(C)oc(=O)c21 (stereo not given)	-1	-2	0.9	0	0	-4	-6	-4	0	14
Cc1ccsc1/C=C(/C#N)C(=O)NCc1ccccc1	1	-2	-18	-2	0	-8	-3	0	0	4

Some values from the entries so far:
`COc1ccc(Br)cc1/C=N/NC(=O)CNC(=O)c1cccnc1` – PLC-gamma1 inh: -6
`Cc1cc(C)nc(-n2nc(C)cc2NC(=O)CN2CCc3ccccc3C2)n1` – ARFGAP1 inhibitor: -11
`COc1cc(CNC(=O)c2ccccc2NC(=O)C2=C(C)OCCS2)cc(OC)c1OC` – UHRF1 MBD2 ctr: 1

Some of these compounds in order of their number in ASAP1 inh, lowest first:
SMILES	Tn6 DDE FP	UHRF1 MBD2 ctr	proKLK7 act	MBD2 inh	Tn7 DDE FP	ASAP1 inh	PLC-gamma1 inh	ADAM17 inh	PLC-beta3 inh	ARFGAP1 inhibitor
Cc1cccc(OCC(=O)NCC(=O)N/N=C/c2c(C)[nH]c3ccccc23)c1	0	-2	-0.1	2	-2	-12	0	0	-6	5
Cc1ccsc1/C=C(/C#N)C(=O)NCc1ccccc1	1	-2	-18	-2	0	-8	-3	0	0	4
COCCOC1CCN(C(=O)c2cc(COc3ccc(F)cc3F)on2)CC1	0	-3	0.2	0	2	-7	-1	0	-9	7
COc1cc(CNC(=O)c2ccccc2NC(=O)C2=C(C)OCCS2)cc(OC)c1OC	4	1	0.1	4	1	0	-1	-5	-8	17
CC(NC(=O)CCc1ccccc1)c1cc2c(cc1Cl)OCCO2 (stereo not given)	-7	2	1.1	1	0	5	0	-3	-1	1

Additional compounds
SMILES	Tn6 DDE FP	UHRF1 MBD2 ctr	proKLK7 act	MBD2 inh	Tn7 DDE FP	ASAP1 inh	PLC-gamma1 inh	ADAM17 inh	PLC-beta3 inh	ARFGAP1 inhibitor
CC(=O)Oc1ccc2ccccc2c1C(NC(=O)Cc1ccccc1)c1ccccc1Cl (stereo not given)	1	-1	0.5	-1	-8	8	1	2	-1	3
COc1ccc(-c2cc(C(=O)NN=Cc3cccn3C)[nH]n2)cc1	-4	-5	0.1	0	6	nt	-13	-1	-16	nt
COc1cccc(C(=O)NCC(c2cccs2)N2CCOCC2)c1 (stereo not given)	4	2	0.5	6	-2	-11	-1	-2	-4	4
CC(=O)NC1C(=O)N=C(SCC(=O)NCc2ccccc2)NC1=O (stereo not given)	-5	2	0.1	-2	-2	-3	2	-5	2	-8
CN(C)CCNC(=O)c1ccc(-c2nn(C)c(=O)c3ccccc23)cc1	-3	1	-0.1	-3	-1	-6	-1	-2	0	-3
Cc1ccc(C(=O)NCC(=O)NCc2cc(=O)n(C)c(=O)n2C)cc1C	3	2	-0.1	-1	0	-3	2	-4	0	0
CCOc1cc(N2CCOCC2)c(OCC)cc1NC(=O)c1cc(C)nc2ccccc12	-5	23*	-0.2	13*	-4	-2	0	-4	-5	6
CCN(CC)CCNC(=O)c1ccc(NC(=O)c2cccc(S(=O)(=O)N(C)C3CCCCC3)c2)cc1	-7	4	0.0	5	-3	0	-2	5	-11	3
Cc1cc(=O)[nH]c(/N=C(\N)Nc2ccc3c(c2)OCCO3)n1	2	0	-0.9	1	-3	-9	3	0	4	5
Cc1ccccc1CN(C)CC(=O)Nc1ccccc1-c1ccccc1	3	5	-0.2	1	2	-8	2	4	-3	3
O=C(N[C@@H]1C[C@H]2CC[C@@H]1C2)c1ccco1	-4	3	-0.9	-1	2	-8	1	-2	-7	6
COCCCNC(=O)CN1CCN(Cc2ccccc2Cl)C1=O	5	2	-0.2	2	5	0	2	-1	1	12
CC(C)(C)S(=O)(=O)N1C[C@@H]2C(=CC[C@H]3C(=O)N(c4ccccc4)C(=O)[C@@H]23)[C@@H]1CCO	-5	5	0.3	3	7	-6	1	-2	-7	-10
COc1ccc(-c2nn(-c3ccccc3)cc2/C=N/Nc2cccc(C(=O)O)c2)cc1	4	-1	0.0	3	-9	-4	-12	-1	-18	-3
COC(=O)c1cnc(Oc2ccc(NC(=O)NC(=O)c3c(F)cccc3Cl)cc2)cc1C(F)(F)F	-2	2	-0.6	9	2	-4	1	-1	-4	-13
CCN(C(=O)/C=C/c1ccc(OC)cc1)C1CCCCC1	0	-2	0.4	2	-4	3	6	1	-5	-2
C#CCNC(=O)C1=C[C@@H](c2coc3ccccc3c2=O)C[C@@H](OCc2ccc(CO)cc2)O1	-4	2	0.4	-4	-4	-7	0	-2	2	20
Cc1cccn2c(=O)c3cc(C(=O)N4CCCCC4C)sc3nc12 (stereo not given)	-2	0	-0.8	5	4	4	-75	-82	-113	4
O=C(c1sc2ccccc2c1Cl)N(Cc1ccccc1Cl)C1CCS(=O)(=O)C1 (stereo not given)	0	0	0.7	-4	-2	-5	4	2	0	-2
N#CCC(=O)c1ccccc1Oc1ccc(Cl)cc1	-10	-2	0.8	4	1	5	-8	2	-7	-8
COc1ccc(NC(=O)COC(=O)c2ccccc2SCC(=O)N2CCCC2)cc1	-3	2	-0.1	-3	-4	4	-1	1	-2	-9
CCC(=O)Nc1nnc(S(=O)(=O)N(CC(C)C)c2ccccc2)s1	11	0	-0.6	1	0	-7	1	-2	-3	3
COc1cc(/C=N/N2C(=O)CSC2=S)ccc1O	-3	-11	0.2	-11	-3	5	-19	3	-21	-3
O=C(C[C@@H]1C/C=C\C[C@H](NC(=O)OCC2c3ccccc3-c3ccccc32)C(=O)OC[C@@H]2CCCN2C1=O)N[C@H](CO)Cc1ccccc1	-3	2	0.4	-2	-8	5	1	4	4	13
COc1cccc(OCCOc2c(OC)cccc2OC)c1	-1	-3	0.3	-7	-4	12	0	-3	-2	13
O=C(NC(NC(=S)Nc1ccccc1)C(Cl)(Cl)Cl)c1cccc(Cl)c1 (stereo not given)	-11	2	0.1	4	-3	5	0	4	2	10
Cc1ccc(C(=O)NCCNc2nc3cc(C)c(C)cc3cc2C)cc1	-3	-1	-0.6	5	-1	-1	-5	-8	-3	4
C=CCn1c(CCNC(=O)c2ccco2)nc2ccccc21	6	-2	-0.2	3	-3	-18	0	-4	-4	-6
O=C(N[C@H](C(=O)N1CCC[C@H]1C(=O)NCCc1ccccc1Cl)C1CCCCC1)c1cccs1	1	0	0.4	-3	-1	-8	9.9*	3	8	-2

Ordered by formula weight (smallest number first): some entries from above.
SMILES	Tn6 DDE FP	UHRF1 MBD2 ctr	proKLK7 act	MBD2 inh	Tn7 DDE FP	ASAP1 inh	PLC-gamma1 inh	ADAM17 inh	PLC-beta3 inh	ARFGAP1 inhibitor
CC(C)(C)S(=O)(=O)N1C[C@@H]2C(=CC[C@H]3C(=O)N(c4ccccc4)C(=O)[C@@H]23)[C@@H]1CCO	-5	5	0.3	3	7	-6	1	-2	-7	-10
CCN(CC)CCNC(=O)c1ccc(NC(=O)c2cccc(S(=O)(=O)N(C)C3CCCCC3)c2)cc1	-7	4	0.0	5	-3	0	-2	5	-11	3
O=C(C[C@@H]1C/C=C\C[C@H](NC(=O)OCC2c3ccccc3-c3ccccc32)C(=O)OC[C@@H]2CCCN2C1=O)N[C@H](CO)Cc1ccccc1	-3	2	0.4	-2	-8	5	1	4	4	13
